XIAP antagonists: XIAP antagonists, biochemical, IAP family, fluorescence polarization (AID 1018); XIAP BIR domain, fluorescence polarization peptide displacement; higher % means a stronger effect; displacement, % at 20 µM, or IC50 in µM where a hit was titrated; 0.007% of 200,000 active; in the data active = displacement above about 50%; note: a part of the inactive calls stands beside numbers as strong as those of hits
Siah-1 displacement: Siah-1 peptide-binding antagonists, primary screen, biochemical, fluorescence polarization, rhodamine-plectin, uHTS (AID 1817); Siah-1 / rhodamine-plectin peptide fluorescence polarization; higher % means a stronger effect; displacement, % at 20 µM, or IC50 in µM where a hit was titrated; 0.02% of 290,000 active;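 active = displacement of at least 50% at 20 µM, with a fluorescence ratio check between 0.3 and a set limit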;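 note: plate controls were Siah plus tracer with DMSO for no effect and tracer alone without Siah for full effect; strong numbers were not always called active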
TNAP activators: stimulation of alkaline phosphatase TNAP activity – biochemical, luminescent, no phosphate acceptor, uHTS, primary screen (AID 1001). 0.03% of 200,000 active. purified TNAP, luminescent activation assay, no phosphate acceptor; higher activation fold means a stronger effect. activation fold at 20 µM, or EC50 in µM where a hit was titrated; in the data active = activation fold from about 3, or a potency from the dose series; inactive = the rest, 99 in 100 with activation fold below about 1.6; note: many of its hits are not listed in these tables
Myeloid diff MLP: compounds promoting myeloid differentiation. ER-HoxA9 myeloid progenitors, lysozyme-GFP differentiation, flow cytometry. AID 624256. calls only at 10 µM. 1% of 360,000 active;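 active = normalized GFP-positive differentiation at or above the plate's own cutoff, the solvent-only control mean plus 3 SD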;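 note: cells exposed to compound for four days before flow analysis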
RSV CPE inhibition: inhibition of RSV-induced cytopathic effect – HEp-2 cells, primary 10 µM value included (AID 2391). one-dose CPE inhibition, % at 10 µM; IC50 in µM for titrated hits. 0.13% of 310,000 active. HEp-2 cells, RSV-induced CPE inhibition; higher % means a stronger effect; in the data active = a potency from the dose series; note: strong numbers were not always called active
human PMI inhibition: MPI enzyme activity inhibition – biochemical, fluorescence intensity, coupled assay, primary screen (AID 1209). inhibition, % at 20 µM; hits with a dose series show IC50 in µM. 0.42% of 190,000 active. purified PMI enzyme, coupled fluorescence intensity; higher % means a stronger effect;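 note: plate controls were DMSO vehicle for no effect and wells lacking substrate for full effect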
WT yeast gro inh: growth inhibition of WT yeast, mitochondrial fusion screen; mitochondrial fusion phenotypic screen, WT strain; inhibition, % at 10 µM; 2.1% of 190,000 active; in the data active = inhibition above about 58%; tested in S. cerevisiae
PhoP inhibition: PhoP-dependent GFP reporter repression – Salmonella Typhimurium, primary screen (AID 1863) | S. Typhimurium PhoP-regulated promoter GFP reporter, 4 h; higher % means a stronger effect | inhibition, % at 50 µM; hits with a dose series show IC50 in µM | 0.16% of 300,000 active;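 active = inhibition over 29.93%, a cutoff 3 SD above the screen mean, later confirmed by dose response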;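 note: 0% = low Mg2+ inducing control and 100% = high Mg2+ repressing control; strong numbers were not always called active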
PMI inhibition: MPI inhibition at elevated mannose 6-phosphate – biochemical, fluorescence intensity, high mannose 6-phosphate, primary screen (AID 1220); recombinant PMI enzyme, coupled fluorescence intensity; higher % means a stronger effect; inhibition, % at 20 µM; hits with a dose series show IC50 in µM; 0.66% of 190,000 active
WT yeast gro inh mutant strain: second read-out of WT yeast gro inh, no call of its own (marks repeat the call); inhibition, %; mitochondrial fusion phenotypic screen, mutant strain inhibition
Myeloid diff MLP GFP+ MAC1+ %: further read-out of Myeloid diff MLP, marked with its call; GFP+ MAC1+ double positive, %; measured here: differentiation confirmed by MAC1 staining
* = called active by the depositor; i = inactive; x = no result given; + = active, no number. Cut-off read from the data, not from the text of the source, unless noted: active = inhibition above about 50%; inactive = the rest.

item	SMILES	XIAP antagonists	Siah-1 displacement	TNAP activators	Myeloid diff MLP	Myeloid diff MLP GFP+ MAC1+ %	RSV CPE inhibition	human PMI inhibition	WT yeast gro inh	WT yeast gro inh mutant strain	PhoP inhibition	PMI inhibition
1	COc1ccc(CNC(=O)c2cccc(NC(=O)c3ccccc3)c2)cc1	-2.1%	-1%	1	i	0.3	4.5%	x	5	6	7%	x
2	CCOc1ccc(C(CCc2ccccc2)NC(=O)c2ccccc2OC)cc1OCC (stereo unspecified)	-6.1%	-7%	1	i	7.4	x	11%	20	13	8%	3%
3	Cc1cccc(C(=O)NNC(=O)C2CC2)c1	x	2%	x	i	0.8	1.5%	x	x	x	0%	x
4	CN(C)C(=O)c1cc(C(=O)c2ccc(C(F)(F)F)cc2F)c[nH]1	-8.6%	4%	1	x	x	4.5%	9%	0	16	8%	0%
5	CCCC(=O)NCc1ccccc1Cl	-3.9%	2%	1	i	0.5	-0.7%	0%	-1	1	5%	-6%
6	CCN(CC)S(=O)(=O)c1ccc2c(c1)oc(=O)n2CC(=O)NC1CCCCC1	x	2%	x	i	0.6	0.4%	x	x	x	-9%	x
7	CCCCCCOC(=O)C(C#N)c1nc2ccccc2nc1N1CCN(CC)CC1 (stereo unspecified)	-1.1%	2%	1	+	8.0*	7.0%	7%	48	40	0%	5%
8	O=C(CP(=O)(c1ccccc1)c1ccccc1)N/N=C/c1cc(Br)cc(Br)c1O	0.4%	13%	2.4	i	0.2	9.8%	-9%	-22	-1	0%	-25%
9	CCSc1cc(C2C(C#N)=C(N)OC(C)=C2C(=O)OC)c(C)o1 (stereo unspecified)	-10%	2%	1.1	i	0.5	2.8%	-46%	-12	-21	-5%	-105%
10	COc1cc(NC(=O)CN2C(=O)c3ccccc3C2=O)c(C(=O)O)cc1OC	0.1%	-3%	0.7	i	2.6	1.4%	12%	-3	-3	-14%	8%
11	COc1ccc(CN=C2NC(=O)CC(C(=O)Nc3ccc(F)cc3)S2)cc1 (stereo unspecified)	-0.3%	1%	1.1	i	0.8	4.0%	15%	3	4	-4%	7%
12	CCCCNC(=O)[C@@H]1CSC2c3ccccc3C(=O)N21 (stereo partly specified)	x	0%	x	i	0.3	1.0%	x	x	x	5%	x
13	Cc1c2cnn(-c3ccccc3)c(=O)c2c(C)n1CCCC(=O)N1CCN(C2CCCCC2)CC1	x	-4%	x	i	0.0	-3.0%	x	x	x	-4%	x
14	Cc1nc2sc(C(c3ccccc3)N3CC(C)OC(C)C3)c(O)n2n1 (stereo unspecified)	-3.3%	-1%	1	i	1.6	-0.2%	0%	1	-1	-1%	2%
15	CCSc1nnc(NC(=O)C2CCCCC2)s1	-5.7%	-3%	1	i	1.2	1.1%	8%	-5	-15	2%	14%

Continued.
item	SMILES	XIAP antagonists	Siah-1 displacement	TNAP activators	Myeloid diff MLP	Myeloid diff MLP GFP+ MAC1+ %	RSV CPE inhibition	human PMI inhibition	WT yeast gro inh	WT yeast gro inh mutant strain	PhoP inhibition	PMI inhibition
16	COc1ccc(-c2nc(CN3CCC(C(=O)N4CCc5ccccc54)CC3)c(C)o2)cc1OC	-11%	2%	0.8	i	14	0.1%	1%	4	-8	-1%	-2%
17	COc1ccc(C(=O)N/N=C/C(Br)=C/c2ccccc2)cc1	-8.1%	22%	1.1	i	1.0	1.0%	8%	9	15	6%	-3%
18	Clc1cccc(-c2noc3ncnc(Nc4ccc5c(c4)OCO5)c23)c1	x	10%	x	i	1.1	-0.9%	x	x	x	13%	x
19	CN1CCN(c2nc(C(N)=O)cc(-c3ccccc3)n2)CC1	-2.5%	-2%	1.1	i	0.7	0.1%	6%	-16	3	-10%	9%
20	COc1ccc(C(=O)C2CCCN(C(=O)c3cccnc3SC)C2)c(C)c1 (stereo unspecified)	-2.0%	13%	1.1	i	1.3	3.9%	8%	-21	-37	-5%	11%
21	O=C(Cn1c(=O)[nH]n(-c2ccccc2)c1=O)N1CCCc2ccccc21	-5.3%	-1%	1.1	i	0.1	1.9%	0%	9	6	-2%	-15%
22	O=C(COC(=O)CCSc1ccc(Cl)cc1)NCc1ccccc1	-17%	1%	1.1	i	0.5	0.4%	1%	6	8	-2%	2%
23	Cc1ccc(C(=O)NC2CCN(CC(=O)NC3CCC(C)CC3)CC2)cc1 (stereo unspecified)	x	3%	x	i	1.6	1.1%	x	x	x	-3%	x
24	CCOC(=O)c1ccc(N2C(=O)CC(N3CCC(O)(c4ccc(Br)cc4)CC3)C2=O)cc1 (stereo unspecified)	-8.1%	-6%	1.1	i	0.4	0.1%	-5%	13	19	-6%	-10%
25	CCOc1ccc(S(=O)(=O)NCCC(=O)Nc2nnc(C)s2)cc1	x	2%	x	i	0.3	1.7%	x	x	x	-3%	x
26	COc1cc(NC(=O)c2ccccc2)c(OC)cc1NC(=O)Cc1cccs1	-14%	5%	1	i	0.1	5.2%	4%	12	-3	-10%	32%
27	CCOc1ccc(OCCCCN2CCCC2)cc1	-1.1%	4%	1.1	i	0.1	3.4%	10%	x	x	5%	4%
28	O=C(CSc1nnc(-c2ccc(F)cc2)o1)Nc1ccc(S(=O)(=O)N2CCCCCC2)cc1	-1.9%	0%	1.2	i	5.8	2.7%	-6%	-10	-10	-3%	-5%
29	O=C(CSc1nnc(CNC(=O)c2cccs2)o1)c1ccccc1	-7.7%	-1%	1.1	i	1.0	2.3%	1%	4	-4	3%	5%
30	CCC(c1nnc(SCC(=O)NC23CC4CC(CC(C4)C2)C3)o1)N(C)C (stereo unspecified)	-8.6%	-1%	1.1	+	5.7*	0.1%	8%	-3	-7	-2%	-3%

(further entries)
item	SMILES	XIAP antagonists	Siah-1 displacement	TNAP activators	Myeloid diff MLP	Myeloid diff MLP GFP+ MAC1+ %	RSV CPE inhibition	human PMI inhibition	WT yeast gro inh	WT yeast gro inh mutant strain	PhoP inhibition	PMI inhibition
31	CN1C(=O)/C(=C/c2ccccc2OCc2cccc(F)c2)NC1=S	-12%	7%	1.1	i	1.3	0.4%	17%	14	32	-5%	16%
32	CCCNC(=O)NC(=O)COC(=O)CNS(=O)(=O)/C=C/c1ccccc1	-5.4%	8%	1.1	i	0.2	1.2%	-6%	0	-2	-8%	-3%
33	COc1ccc(/C=C/C(=O)Nc2ccccc2C(=O)O)cc1	-1.0%	1%	1	i	0.7	1.9%	-1%	-1	-22	-2%	9%
34	O=C(CSc1ncn(-c2ccccc2)n1)N1CCN(c2ccccc2)CC1	-5.1%	2%	1.1	i	0.7	0.2%	7%	-28	-27	1%	-4%
35	CC(C(=O)NCCN1CCOCC1)c1ccc([N+](=O)[O-])cc1 (stereo unspecified)	-12%	1%	1	i	0.3	-0.1%	4%	7	4	3%	3%
36	CCN1C(=O)/C(=C2\SC(N3CCCCC3)=NC2=O)c2ccccc21	-2.4%	-1%	0.8	i	5.6	-0.1%	-3%	-1	12	-1%	2%
37	COc1ccccc1N1CCC(N2CCN(CC(C)(C)C)C(CCO)C2)CC1 (stereo unspecified)	x	1%	x	i	0.8	0.8%	x	x	x	3%	x
38	COc1ccc(/C=N\NC(=O)c2cccc(Br)c2)c(OC)c1	-8.3%	2%	1	i	0.3	1.6%	9%	6	5	3%	3%
39	CC1NC(=O)NC1CCCCCC(=O)Nc1ccc(F)cc1 (stereo unspecified)	0.3%	7%	1.1	i	0.4	-1.8%	-21%	-3	6	0%	-31%
40	O=C(CCc1ccccc1)n1nc(-c2ccco2)nc1SCc1ccccc1	2.4%	3%	1.1	i	2.2	x	10%	18	11	-11%	3%
41	CC(C1CC1)N(Cc1ccccc1)C(=O)NC(=O)c1cccc(F)c1 (stereo unspecified)	-2.3%	0%	1.2	i	0.3	3.1%	-21%	-5	6	1%	-24%
42	COc1ccc(CNc2ncnc3ccccc23)cc1	x	1%	x	i	3.5	0.8%	x	x	x	9%	x
43	CCOC(=O)N1CCN(C(=O)CCN2C(=O)/C(=C\c3cccc(OC)c3)SC2=S)CC1	x	3%	x	i	0.5	2.9%	x	x	x	-1%	x
44	O=[N+]([O-])c1ccc(-c2csc3[n+]2CCS3)cc1	-5.0%	1%	1.1	i	0.6	-0.9%	-11%	72*	67*	12%	-19%
45	COc1ccccc1CC(=O)NCCCc1ccccc1	x	-7%	x	i	0.7	0.0%	x	x	x	-3%	x

Taken from above.
Myeloid diff MLP GFP+ MAC1+ %, `CCOc1ccc(S(=O)(=O)NCCC(=O)Nc2nnc(C)s2)cc1` : 0.3
Myeloid diff MLP GFP+ MAC1+ %, `O=C(CSc1nnc(-c2ccc(F)cc2)o1)Nc1ccc(S(=O)(=O)N2CCCCCC2)cc1` : 5.8
Myeloid diff MLP GFP+ MAC1+ %, `O=C(CSc1nnc(CNC(=O)c2cccs2)o1)c1ccccc1` : 1.0
WT yeast gro inh mutant strain, `O=C(Cn1c(=O)[nH]n(-c2ccccc2)c1=O)N1CCCc2ccccc21` : 6
human PMI inhibition, `CCOc1ccc(OCCCCN2CCCC2)cc1` : 10%
RSV CPE inhibition, `CC1NC(=O)NC1CCCCCC(=O)Nc1ccc(F)cc1` (stereo unspecified) : -1.8%

Limited to Myeloid diff MLP, Myeloid diff MLP GFP+ MAC1+ % and Siah-1 displacement (two entries from above):
No. | SMILES | Myeloid diff MLP | Myeloid diff MLP GFP+ MAC1+ % | Siah-1 displacement
15 | CCSc1nnc(NC(=O)C2CCCCC2)s1 | i | 1.2 | -3%
24 | CCOC(=O)c1ccc(N2C(=O)CC(N3CCC(O)(c4ccc(Br)cc4)CC3)C2=O)cc1 (stereo unspecified) | i | 0.4 | -6%

(next part)
item	SMILES	XIAP antagonists	Siah-1 displacement	TNAP activators	Myeloid diff MLP	Myeloid diff MLP GFP+ MAC1+ %	RSV CPE inhibition	human PMI inhibition	WT yeast gro inh	WT yeast gro inh mutant strain	PhoP inhibition	PMI inhibition
46	Cc1ccc(C)c(N2CCN(C(c3ccc(N(C)C)cc3)c3nnnn3C(C)(C)C)CC2)c1 (stereo unspecified)	-1.2%	-1%	1	i	1.1	1.0%	13%	31	-4	-9%	15%
47	Nc1c(C(=O)N2CCOCC2)sc2nc3c(cc12)CCCC3	x	7%	x	i	3.1	1.7%	x	x	x	15%	x
48	O=C(NCCc1c[nH]c2ccccc12)c1cc2sccc2n1Cc1ccccc1	-0.4%	2%	1.1	i	2.4	18%	23%	7	2	-5%	10%
49	O=C(CN1CCN(S(=O)(=O)c2ccccc2[N+](=O)[O-])CC1)Nc1ccc(N2CCOCC2)cc1	x	-3%	x	i	0.7	1.1%	x	x	x	3%	x
50	O=C1Nc2ccccc2C(O)(C(=O)NCc2ccco2)N1c1ccc(Cl)c(Cl)c1 (stereo unspecified)	-4.3%	1%	1.1	i	0.4	0.2%	9%	0	1	-6%	11%
51	CC(C)(C)n1nnnc1C(c1cccs1)N1CCCC2(CCCCC2)C1 (stereo unspecified)	-2.7%	9%	1.1	i	5.8	0.1%	4%	78*	10*	10%	2%
52	Cn1c(=O)[nH]c(=O)c2c1nc(Sc1ccccc1)n2CCc1ccccc1	-3.5%	0%	1.1	i	3.3	0.6%	0%	11	-1	-2%	4%
53	Cc1ccc2nc(Nc3nc(CSc4nnnn4-c4ccccc4)cc(=O)[nH]3)nc(C)c2c1	-16%	-1%	1.2	i	3.4	3.2%	8%	8	6	-5%	6%
54	COc1ccc(NC(=O)CSc2nncs2)cc1S(N)(=O)=O	x	4%	x	i	0.5	0.8%	x	x	x	-3%	x

Screening results: PubChem, several laboratories
